# Screening data: PubChem BioAssay, National Center for Advancing Translational Sciences (NCATS)
# TGFb SMAD3 inh: qHTS for Inhibitors of TGF-b; Potency, µM (top dose mostly 46.1 µM), without a hit: at the top dose activity, negative = inhibition, actives largely listed as inhibitors; AID 588855, 2011; HepG2 CAGA-GFP TGF-b/SMAD3 reporter, GFP fluorescence, 18 h; TGF-beta stimulated, 500 pg/mL final; hit rate 1.2% among 410,000; also: potency is read from the fitted curve at half-maximal effect; % is scaled to controls: 0 for no effect and ±100 for the full control effect; nearly all actives have a fitted effect of over 65% in size
#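 Inhibition of TGF-beta-driven CAGA-GFP reporter expression in HEPG2 cells is measured by cellular GFP fluorescence after 18 h stimulation with 500 pg/mL recombinant TGF-beta in 1% FBS medium at 37 degrees C.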
# ATXN2 expr inh: Primary qHTS for Inhibitors of ATXN expression. Potency, µM (doses to about 57 µM), inactives show top-dose activity change, negative = inhibition, actives largely listed as inhibitors. HEK-293 ATXN2-luciferase reporter, luminescence, 24 h. hit rate 0.72% among 360,000; also: potency is read from the fitted curve at half-maximal effect; % is scaled to controls: 0 for no effect and ±100 for the full control effect; nearly all actives have a fitted effect of over 55% in size
#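 ATXN2-luciferase reporter cells (luciferase flanked by upstream and downstream ATXN2 gene portions) were treated 24 h at 37 °C with compounds at up to 57 uM. SteadyGlo luminescence gave expression; GF-AFC fluorescence gave viability.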
# Nrf2 activator: qHTS of Nrf2 Activators; AREc32 ARE-luciferase reporter (MCF7-derived line), luminescence, 24 h; Potency, µM (doses to about 46.1 µM), for inactives: top-dose activation, hits mostly activators; hit rate 0.31% among 410,000; AID 624171, 2012; also: potency is read from the fitted curve at half-maximal effect; % of control where 0% means no effect; nearly all actives have a fitted effect of over 65% in size
#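 AREc32 cells carrying an ARE-driven firefly luciferase, 1000 cells/well in OPTI-MEM with 5% FBS, dosed after overnight attachment and incubated 24 hr at 37 deg C. Steady-Glo luminescence read after 30 min at RT.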
# Nrf2 inh: Nrf2 qHTS screen for inhibitors. A549 ARE-Fluc reporter, luciferase luminescence, 18-24 h. Potency, µM (highest dose often 46 µM), for inactives: at the top dose activity change, negative = inhibition, usual class: inhibitors. hit rate 2.1% among 360,000. AID 504444, 2011; also: potency is read from the fitted curve at half-maximal effect; % is scaled to controls: 0 for no effect and ±100 for the full control effect; nearly all actives have a fitted effect of over 60% in size
#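 A549 ARE_Fluc cells (5000/well, 5% FBS OPTI-MEM) pre-incubated 2 h, then treated with compounds 18-24 h at 37C/5% CO2 in concentration-response. CellTiter-Fluor viability read first; BugLite luciferase luminescence after 15 min at room temperature gives Nrf2 activity.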
# A549 tox: Nrf2 qHTS screen for inhibitors: counterscreen for cytotoxicity. A549 ARE-Fluc cells, CellTiter-Fluor viability, 18-24 h. Potency, µM (top dose mostly 46 µM), for inactives: at the highest dose activity change, negative = cytotoxicity, most hits filed as inhibitors. hit rate 0.16% among 390,000; also: potency is read from the fitted curve at half-maximal effect; % is scaled to controls: 0 for no effect and ±100 for the full control effect
#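 A549 ARE-Fluc cells in 5% FBS OPTI-MEM, 5000 cells/well, rested 2 h then exposed to compounds in concentration-response for 18-24 h at 37 °C. Viability by CellTiter-Fluor fluorescence (Ex 405/Em 525) after 30 min; luciferase luminescence (BugLite, 15 min, RT) read afterwards.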
# S2 tox: Viability Counterscreen for Primary qHTS for Inhibitors of ATXN expression | hit rate 0.49% among 400,000 | AID 651635, 2014 | S2 cells (HEK-293 line with an ATXN2-luciferase reporter) viability, CellTiter-Fluor protease fluorescence, 24 h | Potency, µM (titrated, usually from 56.7 µM), most hits filed as cytotoxic; also: potency is read from the fitted curve at half-maximal effect; nearly all actives have a fitted effect of over 40% in size
# MCF10A rerep: A quantitative high throughput screen for small molecules that induce DNA re-replication in MCF 10a normal breast cells | MCF 10A DNA re-replication, Hoechst nuclear intensity, 48 h | Potency, µM (top dose mostly 46.1 µM), inactives show at the highest dose activity, positive = re-replication, most hits filed as activators | hit rate 2.9% among 350,000 | AID 624296, 2012; also: potency is read from the fitted curve at half-maximal effect; % of control where 0% means no effect; nearly all actives have a fitted effect of over 50% in size
# IL-1B inflam inh: qHTS for Inhibitors of Inflammasome Signaling: IL-1-beta AlphaLISA Primary Screen | AID 743279, 2014 | THP-1 LPS/ATP IL-1B secretion, AlphaLISA, 16 h; active compounds read low | hit rate 4.7% among 360,000 | activity change, % at 57.5 µM; in the data active = activity change below about -50%; inconclusive = mostly about -30% to -49%; also: % is scaled to controls: 0 for no effect and ±100 for the full control effect
#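 THP-1 cells pretreated 1 hr with compounds (up to 57.5 uM final), then stimulated with LPS (250 ng/mL final) plus ATP (1.25 mM final); secreted IL-1B measured by AlphaLISA after 16 hr, decreased signal indicating inhibition.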
# HepG2 viability: qHTS for Inhibitors of TGF-b: Cytotox Counterscreen; hit rate 0.76% among 410,000; HepG2 CAGA-GFP viability, ATP luminescence, 18 h; Potency, µM (doses to about 46.1 µM), for the others: top-dose activity change, negative = cytotoxicity, hits mostly cytotoxic; AID 588856, 2011; also: potency is read from the fitted curve at half-maximal effect; some results filed as inactive show a strong effect at the top dose
#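 HepG2 CAGA-GFP cells (1000/well, DMEM with 1% FBS) received compound, then TGF-beta at 500 pg/mL final, and were incubated 18 hours at 37 degrees C. Viability was read by CellTiter-Glo luminescence. Media-only wells were set as complete cell-killing and DMSO as no toxicity.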
# * hit, by the source's call; i = inactive; ? = inconclusive; nt = no result given; [ ] = another dose, or the depositor's remark. Unless noted, calls follow the shape of the dose curve; as a rule, active = well fitted curve in the direction sought with a large enough effect; inconclusive = small, poorly fitted or top-dose-only effect, or another doubt; inactive = no such curve, though single readings can be large; an effect the other way counts as inactive or inconclusive.
SMILES,TGFb SMAD3 inh,ATXN2 expr inh,Nrf2 activator,Nrf2 inh,A549 tox,S2 tox,MCF10A rerep,IL-1B inflam inh,HepG2 viability
CCOC(=O)C1CCN(Cc2ccc(F)cc2)CC1,4%,-1%,0.2%,-8%,6%,i,2%,1,8%
O=C(Nc1ccccc1)c1ccccc1CCc1ccccc1,-3%,-4%,-0.4%,-12%,4%,i,5%,-1,-6%
N/C(=N\OC(=O)Cc1ccc([N+](=O)[O-])cc1)c1cccc(Br)c1,11%,-11%,0.6%,3%,-8%,i,0%,-82*,-1%
C/C(=N/OCO/N=C(\C)c1ccccc1)c1ccccc1,-7%,76%[activator],3.2%,?,0%,i,15%,-1,-4%
CCc1cccc(CC)c1NC(=O)CCS(=O)(=O)c1ccc(Br)cc1,0%,nt,-0.4%,-20%,13%,nt,nt,nt,1%
NC(=S)NN=C1c2ccccc2-c2c(F)c(F)c(F)c(F)c21,?,?,?,14%,2%,?,6.5µM*,-111*,-34%
O=C(N[C@@H]1c2ccccc2CC[C@@H]1OCc1ccccc1)c1ccc(-c2ccccc2)cc1,6%,6%,0.0%,3%,9%,i,?,65,0%
O=C(CCN1C(=O)/C(=C/c2ccc(Cl)cc2)SC1=S)NC1C=CS(=O)(=O)C1 (stereo not given),2%,nt,2.4%,-3%,15%,i,?,14,-2%
COC(=O)c1ccc(CSc2nnc(NC(=O)C3CCCO3)s2)cc1 (stereo not given),7%,13%,-0.9%,-18%,-16%,i,3%,26,-23%
CCOc1cc(C(=O)NC2CCCCCCC2)cc(OCC)c1OCC,-25%,nt,0.4%,-24%,2%,i,8%,-17,-12%
O=C1CCC(=O)N1CCC(c1ccc(F)cc1)c1ccco1 (stereo not given),-1%,4%,3.4%,7%,0%[1.84 µM],i,-9%,8,-20%
C(=N\Nc1nc2ccccc2[nH]1)/c1ccc2c(c1)OCO2,?,12%,4.5%,?,-1%,i,9%,?,-54%
Nc1c(N(CCO)C(=O)c2ccccc2OCc2ccccc2Cl)c(=O)[nH]c(=O)n1Cc1ccccc1,5%,-9%,-0.3%,11%,0%,i,-5%,-9,2%
Cc1ccc(OC(C)C(=O)Nc2ccccc2C(=O)N2CCOCC2)cc1 (stereo not given),1%,3%,0.1%,5%,-5%,i,0%,i,6%
C/C(=C\C(=O)c1ccccc1)Nc1ccc(N2CCOCC2)cc1,-6%,15%,0.4%,-29%,-6%,i,159%[0.0737 µM],-21,-1%
CCCCCCc1nnc(NC(=O)c2ccco2)s1,3%,nt,6.6%,17%,2%,i,-3%,-8,4%
CCOC(=O)C(NC(C)=O)C(=O)Nc1ccc(C(C)(C)C)cc1 (stereo not given),3%,1%[11.3 µM],-0.3%,?,1%,i,-17%,51,5%
CCN(CC(=O)Nc1ccc(NC(C)=O)cc1)C(=O)C12CC3CC(CC(Cl)(C3)C1)C2,0%,2%,-0.7%,-8%,3%,i,-1%,25,1%
O=[N+]([O-])c1cc(CN2CCN(c3ccccc3)CC2)c(O)c2ncccc12,?,?,-1.2%[9.22 µM],2.6µM*,?,?,-6%,89,-27%
Cc1onc(-c2c(F)cccc2Cl)c1C(O)c1ccc(F)cc1 (stereo not given),-11%,16%,-0.5%,14%,2%,i,-1%,27,-34%
O=C(c1cnn(-c2ccccc2)c1)c1cc(Br)ccc1O,?,21%,3.6%,1%,-1%,i,3%,-9,-1%
COc1ccc(NC(=O)c2ccc(COc3ccccc3)o2)c(OC)c1,-9%,-15%,-0.1%,-12%,12%,i,-30%[inhibitor],-13,-1%
CCc1ccc(CN(C)C(=O)c2cc(COc3cc(C)c(Cl)c(C)c3)on2)nc1,?,?,0.0%,?,-9%,i,23µM*,0,-43%
CCOc1cc(N2CCOCC2)c(OCC)cc1NC(=O)COC(=O)CCOc1ccc(C)cc1,8%,7%,-0.5%,-10%,-8%,i,-6%,-2,-23%
Clc1nc(Nc2ccc(N3CCOCC3)cc2)c2ccccc2n1,-1%,-27%,-0.1%,?,-8%,i,0%,-64*,6%
CCOc1ccccc1NC(=O)[C@@H](NC(=O)c1cccc(S(=O)(=O)N2CCOCC2)c1)C(C)C,-4%,1%,-0.6%,6%,3%,i,-1%,22,-20%
COC(=O)C1=NNCC12CC(=O)N(c1ccc(Br)cc1)C2=O (stereo not given),-9%,-17%,-0.1%,5%,3%,i,14%,-4,-2%
CC(C)c1ccc(NC(=O)CSc2ncccc2C(=O)Oc2cccc([N+](=O)[O-])c2)cc1,-6%,4%,3.1%,?,1%,?,?,6,-14%
O=C(c1ccccc1Cl)N1c2ncnn2C2(CCCCC2)[C@@H]2CCCC[C@@H]21,5%,-4%,3.5%,-2%,9%,i,nt,nt,-39%
Cc1onc(-c2c(F)cccc2Cl)c1C(=O)Nc1cccc(Cn2cccn2)c1,-11%,-3%,0.4%,4%,16%,i,-8%,-3,-52%
Cc1ccc(CSc2nc3cccnc3n2Cc2ccc(C(=O)NCCc3ccccc3)cc2)cc1,2%,nt,3.6%,6%,-1%,nt,nt,nt,-1%
Cc1ccnc(NS(=O)(=O)c2ccc(N=CC3=C(O)CC(C)(C)CC3=O)cc2)n1,33%,-2%,-0.5%,16%,-9%,i,1%,28,10%
COc1ccc(-c2nc3c(C#N)c[nH]n3c2NC2CCCCC2)cc1,?,-3%,6.8%,26%,-1%,?,nt,nt,-29%
Cc1ccc(NC(=O)Cn2c(=O)n(CCC(=O)N3CCc4ccccc4C3)c(=O)c3ccccc32)cc1,23%,13%,0.5%,-12%,-5%,i,nt,nt,7%
Cc1cccc(C)c1NC(=O)c1ccc(CN2CCc3ccccc3C2)cc1,20%,-23%,-1.2%,?,-2%,i,2%,-14,-5%
COc1ccc(/C=C2\Sc3ccc(C(=O)N4CCN(Cc5ccccc5)CC4)cc3N(C)C2=O)cc1OC,?,nt,3.3%,-8%,8%,?,21µM*,0,-32%
COc1ccc([C@H]2C[C@@H](O)[C@H](n3cc(COC(=O)c4ccccc4)nn3)CN2C(=O)c2cccs2)cc1,7%,-7%,-0.7%,nt,nt,?,nt,28,-10%
CC(Oc1ccc2c(=O)c(-c3ccc(Cl)cc3)c(C(F)(F)F)oc2c1)C(=O)O (stereo not given),-16%,nt,0.1%,4%,10%,i,16%,20,2%
O=C(O)Cc1cn(Cc2ccc(F)cc2)c2ccccc12,?,-9%,-0.4%,-17%,1%,i,7%,33,-31%
CCn1nc(C)cc1C(=O)NC1CCCc2c1cnn2-c1ccc(C)c(C)c1 (stereo not given),?,-31%,-0.3%,12µM*,-13%,?,?,24,-6%
O=C1CC(c2ccc(S(=O)(=O)NC3CC3)cc2)CN1 (stereo not given),14%,2%,-1.5%,3%,4%,i,7%,9,-27%
CC(C)(C)NS(=O)(=O)c1cc(C(=O)O)ccc1Cl,6%,-3%,-0.4%,3%,1%,i,-1%,6,7%
CCCCCSc1nc2sc3c(c2c(=O)n1-c1ccc(OC)cc1)CCN(C(C)=O)C3,?,-5%,2.7%,?,2%,i,nt,nt,-7%
CC1CCN(c2ccc(C(=O)NCc3ccc4c(c3)OCO4)cc2[N+](=O)[O-])CC1,-9%,-1%,-0.2%[9.22 µM],-17%,-6%,i,1%,0,-31%
O=S(=O)(c1cc(Cl)ccc1Cl)N1CCN(Cc2ccco2)CC1,-24%,-8%,3.5%,?,0%,i,14%,i,-10%
N#CCSc1ccccc1NC(=O)COc1ccc(-c2nnco2)cc1,9%,7%,3.1%,10%,8%,i,-9%,29,-37%
CCCC(=O)N1CCCC1(C)C(=O)Nc1ccc2cn[nH]c2c1 (stereo not given),12%,-9%,-0.8%,nt,nt,i,nt,12,-7%
O=[N+]([O-])c1nn(-c2ccc3c(c2)OCCO3)n(O)c1=NC1CCCC1,-2%,-10%,0.7%,?,-13%,i,17%,?,-9%
Cc1ccc(S(=O)(=O)N2C[C@H]3C(=O)C[C@@H](c4ccccc4)N(S(C)(=O)=O)[C@H]3C[C@H]2c2ccccc2)cc1,?,?,28%,nt,nt,?,nt,-92*,-12%
O=C(O)C/C(=C\c1ccc(N2CCOCC2)c([N+](=O)[O-])c1)c1nc2ccccc2s1,-11%,26%,1.2%,17%,-15%,i,0%,29,-5%
COc1ccc(NC(=O)c2ccccc2O)c(OC)c1,-13%,82%[activator],5.9%,?,-1%,i,1%,1,-21%
c1ccn(CCc2ccncc2)c1,7%,5%,3.4%,2%,-2%,i,4%,-17,-1%
CC(=O)NC(Cc1ccc(C)cc1)C(=O)NC1CCN(C(=O)NCc2ccccc2)CC1 (stereo not given),0%,-19%,0.4%,0%,-1%,i,0%,0,-8%
COc1ccc(-c2nnc(NC(=O)C(C)C)s2)c(OC)c1,1%,-1%,3.1%,-12%,2%,?,-13%,-16,32%
O=C(c1ccc(Br)cc1)N1CCCc2ccccc21,-24%,-4%,0.4%,5%,-5%,i,10%,6,-1%

# Three consecutive compounds out of the list so far, quoted:
SMILES,TGFb SMAD3 inh,ATXN2 expr inh,Nrf2 activator,Nrf2 inh,A549 tox,S2 tox,MCF10A rerep,IL-1B inflam inh,HepG2 viability
O=[N+]([O-])c1nn(-c2ccc3c(c2)OCCO3)n(O)c1=NC1CCCC1,-2%,-10%,0.7%,?,-13%,i,17%,?,-9%
Cc1ccc(S(=O)(=O)N2C[C@H]3C(=O)C[C@@H](c4ccccc4)N(S(C)(=O)=O)[C@H]3C[C@H]2c2ccccc2)cc1,?,?,28%,nt,nt,?,nt,-92*,-12%
O=C(O)C/C(=C\c1ccc(N2CCOCC2)c([N+](=O)[O-])c1)c1nc2ccccc2s1,-11%,26%,1.2%,17%,-15%,i,0%,29,-5%
